CHT allo act: CHT positive allosteric modulators, primary screen, cell-based, membrane potential dye, choline EC20 | B-score at 10 µM | CHT-expressing cells; stronger effect = higher value; LV-AA mutant CHT in HEK293 cells | AID 488977, 2010 | High affinity choline transporter 1 (Homo sapiens), Q9GZV3 | 310,000 compounds, 0.49% hits;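 active means initial fluorescence not abnormally high and integrated response B-score, plate-corrected, over 3 SD above library mean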
Target sequence (Q9GZV3 whole entry, looked up): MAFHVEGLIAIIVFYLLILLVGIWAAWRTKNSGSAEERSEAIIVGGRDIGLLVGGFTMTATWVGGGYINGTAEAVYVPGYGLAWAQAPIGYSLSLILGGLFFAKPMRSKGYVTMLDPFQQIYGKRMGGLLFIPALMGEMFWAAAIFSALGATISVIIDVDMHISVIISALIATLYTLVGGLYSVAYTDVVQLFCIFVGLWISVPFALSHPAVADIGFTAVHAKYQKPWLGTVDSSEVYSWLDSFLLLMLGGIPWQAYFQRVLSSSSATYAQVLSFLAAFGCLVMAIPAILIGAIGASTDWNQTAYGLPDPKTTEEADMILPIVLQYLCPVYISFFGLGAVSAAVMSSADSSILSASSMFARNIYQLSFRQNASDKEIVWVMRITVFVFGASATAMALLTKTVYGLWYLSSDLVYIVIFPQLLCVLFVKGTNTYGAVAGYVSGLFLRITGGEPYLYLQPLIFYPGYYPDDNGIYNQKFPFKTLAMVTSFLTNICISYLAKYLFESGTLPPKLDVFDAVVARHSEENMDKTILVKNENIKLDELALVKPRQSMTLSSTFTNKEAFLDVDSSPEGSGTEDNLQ
CHT inh: inhibitors of human choline transporter CHT; High affinity choline transporter 1 (Homo sapiens), Q9GZV3; CHT-expressing cells, membrane potential dye, choline response; stronger effect = lower value; B-score at 10 µM; 310,000 compounds, 0.86% hits; AID 488975, 2010;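 active means B-score over 3 SD under the library average, and starting fluorescence ratio not unusually high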;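 further: choline stimulus applied at its EC90 after an EC20 pre-addition; B-score computed on integrated fluorescence ratio after choline addition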
Numbers without * were called inactive.

What do the screens show for `Oc1ccccc1-c1cc(-c2ccc3c(c2)OCCO3)n[nH]1`?
CHT allo act: inactive; CHT inh: inactive

How did O=C(O)C/C(=C\c1ccc2c(c1)OCO2)c1nc2ccccc2s1 do in these assays?
CHT allo act: inactive; CHT inh: inactive

Results for CCOC(=O)c1c(C)n(C)c2ccc(OC)c(NS(=O)(=O)c3ccc(Cl)s3)c12 ?
CHT allo act: inactive; CHT inh: inactive

Results for Cc1ccc(S(=O)(=O)Oc2ccccc2/C=N/NC(=O)c2c(Cl)cnn2C)cc1 ?
CHT allo act: inactive; CHT inh: inactive

What do the screens show for `Cc1ccc(SCC(=O)OCC(=O)NCCNC(=O)COC(=O)CSc2ccc(C)c(C)c2)cc1C`?
CHT allo act: inactive; CHT inh: inactive

How did O=c1c(-c2ccc(Cl)cc2)[n+]([O-])c2ccccc2n1O do in these assays?
CHT allo act: inactive; CHT inh: inactive

What do the screens show for `CCCn1c(NCc2ccc(N(C)C)cc2)nc2ccccc21`?
CHT allo act: inactive; CHT inh: inactive

How did C=CCN1C2CCCC1CC(NC(=O)Nc1cc(C)cc(C)c1)C2 (stereo not given) do in these assays?
CHT allo act: inactive; CHT inh: inactive

Results for NC(=O)COC(=O)c1cccc(S(=O)(=O)N2CCCc3ccccc32)c1 ?
CHT allo act: inactive; CHT inh: inactive

How did O=C(COC(=O)C1CCC1)NCCc1ccc(Cl)cc1Cl do in these assays?
CHT allo act: inactive; CHT inh: inactive

Results for CCn1cc(C(=O)N2CCN(c3ccc(OC)cc3)CC2)c(=O)c2cc(S(=O)(=O)N3CCCCC3)ccc21 ?
CHT allo act: inactive; CHT inh: inactive

What do the screens show for `CCOc1cccc(CN(CC)CC2CCCN(CCc3cccc(OC)c3)C2)c1O` (stereo not given)?
CHT allo act: inactive; CHT inh: inactive

Results for Cc1cc(OCC(=O)NC2CCN(C)CC2)ccc1[N+](=O)[O-] ?
CHT allo act: inactive; CHT inh: inactive

Results for O=C(Nc1ccc(N2CCCC2)c(Cl)c1)c1cccc(-c2cc3ccccc3oc2=O)c1 ?
CHT allo act: inactive; CHT inh: inactive

How did O=c1nc2ccccc2c2n1CC(CN1CCN(Cc3ccccc3)CC1)N2 (stereo not given) do in these assays?
CHT allo act: inactive; CHT inh: inactive

How did CC(C(=O)NCc1ccccc1)n1cc([N+](=O)[O-])cn1 (stereo not given) do in these assays?
CHT allo act: inactive; CHT inh: inactive

What do the screens show for `Cc1[nH]c2ccccc2c1C(O)CN1CCN(c2cccc(C(F)(F)F)c2)CC1` (stereo not given)?
CHT allo act: inactive; CHT inh: -8.74*

How did c1ccc(C2CC(c3ccccc3)C(c3ccccc3)N2)cc1 (stereo not given) do in these assays?
CHT allo act: inactive; CHT inh: inactive

What do the screens show for `CC12CC(NC(=O)N1c1cccc(C(=O)N3CCCCC3)c1)c1ccccc1O2` (stereo not given)?
CHT allo act: inactive; CHT inh: inactive

Results for CN1CCc2c(sc3nc(NCCO)n(-c4cccc(Cl)c4)c(=O)c23)C1 ?
CHT allo act: inactive; CHT inh: inactive

How did Cc1ccc(-n2c(O)c(C=NC3CCS(=O)(=O)C3)c3ccccc3c2=O)cc1 (stereo not given) do in these assays?
CHT allo act: inactive; CHT inh: inactive

Results for COc1ccccc1NCc1cc(=O)oc2c(C)c(O)ccc12 ?
CHT allo act: inactive; CHT inh: inactive

How did Cc1cc(NC(=O)CSc2nnc(Cc3ccccc3)n2C)no1 do in these assays?
CHT allo act: inactive; CHT inh: inactive

What do the screens show for `CCCC(=O)Nc1ccccc1Sc1ncnc2scc(-c3ccccc3)c12`?
CHT allo act: inactive; CHT inh: inactive

What do the screens show for `O=C(Nc1ccon1)c1ccc(Cl)s1`?
CHT allo act: inactive; CHT inh: inactive

What do the screens show for `COc1cc2c(cc1OC)C1(CCCC1)CNC2c1ccc([N+](=O)[O-])cc1` (stereo not given)?
CHT allo act: inactive; CHT inh: inactive

How did OC(CN1CC=C(/C=C/c2ccc(Br)cc2)CC1)c1ccccc1 (stereo not given) do in these assays?
CHT allo act: inactive; CHT inh: inactive

What do the screens show for `COc1cccc(C2CC(c3c(F)cccc3Cl)n3nc(N)nc3N2)c1` (stereo not given)?
CHT allo act: inactive; CHT inh: inactive

What do the screens show for `COc1cc(C(=O)NCCN2CCCC2)cc(OC)c1OC`?
CHT allo act: inactive; CHT inh: inactive

Results for O=c1cc(CCl)nc2scc(-c3ccccc3)n12 ?
CHT allo act: inactive; CHT inh: inactive

What do the screens show for `O=C(Nc1ccc(N2CCCCC2)cc1)c1ccc(F)cc1F`?
CHT allo act: inactive; CHT inh: inactive

How did O=C1C(=O)N(O)C2CCCCC2N1O (stereo not given) do in these assays?
CHT allo act: inactive; CHT inh: inactive

Results for COC(=O)c1ccc(C(=O)OC)c(NC(=O)CSCC(=O)O)c1 ?
CHT allo act: inactive; CHT inh: inactive

How did CC1CCN(C(=O)CSc2nc3c(cnn3-c3ccccc3)c(=O)[nH]2)CC1 do in these assays?
CHT allo act: inactive; CHT inh: inactive

What do the screens show for `C=CCn1c2ccccc2n2nc(C)c(=O)nc12`?
CHT allo act: inactive; CHT inh: inactive

What do the screens show for `Cc1onc(C(N)=O)c1C(=O)Nc1ncc(C(F)(F)F)cc1Cl`?
CHT allo act: inactive; CHT inh: inactive

Results for CN(C)Cc1c(C(=O)N/N=C/c2ccccc2OCc2ccc(F)cc2)nnn1-c1nonc1N ?
CHT allo act: inactive; CHT inh: inactive

Results for CNC(=O)c1ccsc1NC(=O)C1CCN(S(=O)(=O)c2cccs2)CC1 ?
CHT allo act: inactive; CHT inh: inactive

How did CC(C)OC(=O)c1cn(-c2ccccc2)nc1-c1ccco1 do in these assays?
CHT allo act: inactive; CHT inh: inactive

How did COC(=O)c1sccc1Oc1ccc(F)cc1[N+](=O)[O-] do in these assays?
CHT allo act: inactive; CHT inh: inactive

Results for CCCSc1nnc(CSc2nc3ccccc3s2)n1-c1ccccc1 ?
CHT allo act: inactive; CHT inh: inactive

Results for O=C(NCCCn1ccnc1)c1ccc(F)cc1 ?
CHT allo act: inactive; CHT inh: inactive

How did CC(C)COP(=O)(c1ccc(N(C)C)cc1)C(O)c1ccc(N(C)C)cc1 (stereo not given) do in these assays?
CHT allo act: inactive; CHT inh: inactive

What do the screens show for `CCCn1c(=O)c2sccc2n2c(CCCC(=O)NC3CCN(Cc4ccccc4)CC3)nnc12`?
CHT allo act: inactive; CHT inh: inactive

Results for C=CCOc1ccc(CN(C)CC(O)COc2cccc3ccccc23)cc1 (stereo not given) ?
CHT allo act: inactive; CHT inh: inactive

Taken from the listing, 3 compounds:
How did CC(C)COP(=O)(c1ccc(N(C)C)cc1)C(O)c1ccc(N(C)C)cc1 (stereo not given) do in these assays?
CHT allo act: inactive; CHT inh: inactive

What do the screens show for `CCCn1c(=O)c2sccc2n2c(CCCC(=O)NC3CCN(Cc4ccccc4)CC3)nnc12`?
CHT allo act: inactive; CHT inh: inactive

Results for C=CCOc1ccc(CN(C)CC(O)COc2cccc3ccccc23)cc1 (stereo not given) ?
CHT allo act: inactive; CHT inh: inactive

(more compounds)
What do the screens show for `COc1ccc(C(=O)NCC(=O)OCC(=O)c2ccc3c(c2)NC(=O)CO3)cc1OC`?
CHT allo act: inactive; CHT inh: inactive

Results for Cc1cccc(NC(=O)c2ccc(Cl)c(NC(=O)c3ccncc3)c2)c1C ?
CHT allo act: inactive; CHT inh: inactive

How did CC(=O)c1cc2c(cc1NC(=O)CN1CCOCC1)OCO2 do in these assays?
CHT allo act: inactive; CHT inh: inactive

Results for COc1ccc(S(=O)(=O)CC(=O)c2cc(C)c(O)c(C)c2)cc1 ?
CHT allo act: inactive; CHT inh: inactive

Results for CCOc1ccc(C2C(C#N)=C(N)N(c3sc4c(c3C#N)CCCC4)C3=C2C(=O)CCC3)cc1 (stereo not given) ?
CHT allo act: inactive; CHT inh: inactive

What do the screens show for `COc1ccc(-n2c(SCC(=O)c3c(N)n(C)c(=O)n(C)c3=O)nc3ccccc32)cc1`?
CHT allo act: inactive; CHT inh: inactive

How did NC1=NC(=O)/C(=C/c2cn(CCC(=O)O)nc2-c2ccc(F)cc2)S1 do in these assays?
CHT allo act: inactive; CHT inh: inactive

How did CCCCc1cc(=O)oc2cc(OC(C)C(=O)NCCN3CCOCC3)c(Cl)cc12 (stereo not given) do in these assays?
CHT allo act: inactive; CHT inh: inactive

What do the screens show for `COc1ccc(Cc2noc(CN3CCN(Cc4cccc(Cl)c4)CC3)n2)cc1OC`?
CHT allo act: inactive; CHT inh: inactive

How did CCc1cccc(OCCn2nc(C(=O)O)c3ccccc3c2=O)c1 do in these assays?
CHT allo act: inactive; CHT inh: inactive

Results for CC1=C(C#N)C(c2cccnc2)C2=C(CC(c3ccc(Cl)cc3)CC2=O)N1 (stereo not given) ?
CHT allo act: inactive; CHT inh: inactive

Results for COc1ccc(OC)c(N=c2ssnc2Cl)c1 ?
CHT allo act: inactive; CHT inh: inactive

What do the screens show for `CCOC(=O)C(CC)n1cnc2c(cnn2-c2ccc(Cl)cc2)c1=O` (stereo not given)?
CHT allo act: inactive; CHT inh: inactive

What do the screens show for `CCCCn1nc2cc(C(=O)NCc3ccccc3OC)ccc2c1OCC`?
CHT allo act: inactive; CHT inh: inactive

How did Cc1[nH]cnc1CSCc1ccc(Cl)cc1 do in these assays?
CHT allo act: inactive; CHT inh: inactive

The last six entries of the section before lead into the next:
How did CCc1cccc(OCCn2nc(C(=O)O)c3ccccc3c2=O)c1 do in these assays?
CHT allo act: inactive; CHT inh: inactive

Results for CC1=C(C#N)C(c2cccnc2)C2=C(CC(c3ccc(Cl)cc3)CC2=O)N1 (stereo not given) ?
CHT allo act: inactive; CHT inh: inactive

Results for COc1ccc(OC)c(N=c2ssnc2Cl)c1 ?
CHT allo act: inactive; CHT inh: inactive

What do the screens show for `CCOC(=O)C(CC)n1cnc2c(cnn2-c2ccc(Cl)cc2)c1=O` (stereo not given)?
CHT allo act: inactive; CHT inh: inactive

What do the screens show for `CCCCn1nc2cc(C(=O)NCc3ccccc3OC)ccc2c1OCC`?
CHT allo act: inactive; CHT inh: inactive

How did Cc1[nH]cnc1CSCc1ccc(Cl)cc1 do in these assays?
CHT allo act: inactive; CHT inh: inactive

Results for O=C(Nc1ccccc1)Nc1ccc(F)cc1F ?
CHT allo act: inactive; CHT inh: inactive

Results for CC(=O)COc1cccc2ccc(/C=C/c3ccc(Br)s3)nc12 ?
CHT allo act: inactive; CHT inh: inactive

Results for O=C(CN1CCCc2ccccc21)N/N=C/c1ccccc1O ?
CHT allo act: inactive; CHT inh: inactive

Results for Cc1cc(C)c2c(=O)n(CC(=O)NC3CCCC3)sc2n1 ?
CHT allo act: inactive; CHT inh: inactive

Results for COc1ccc(CN2CCN(C(=O)CC(C)C)CC2)c2ccccc12 ?
CHT allo act: inactive; CHT inh: inactive

What do the screens show for `CC1(C)C2CC[C@]3(C)C(CC=C4[C@@H]5C[C@](C)(CO)CC[C@]5(C(=O)O)CC[C@]43C)[C@@]2(C)CC[C@@H]1O` (stereo not given in full)?
CHT allo act: inactive; CHT inh: inactive

How did CCOC(=O)NCc1ccc2[nH]c(C)cc2c1 do in these assays?
CHT allo act: inactive; CHT inh: inactive

Results for CCS(=O)(=O)N1Cc2ccccc2CC1C(=O)Nc1nnc(C2CC2)s1 (stereo not given) ?
CHT allo act: inactive; CHT inh: inactive

How did O=C(NC1CC1)C1CCCN(C(=O)NC2CCCCC2)C1 (stereo not given) do in these assays?
CHT allo act: inactive; CHT inh: inactive

Results for COc1ccc2nc3ccccc3nc2c1NC(=O)c1ccc(Cl)cc1 ?
CHT allo act: inactive; CHT inh: inactive

What do the screens show for `O=S(=O)(CCSc1ccc(C(F)(F)F)cn1)c1ccc(Cl)cc1`?
CHT allo act: inactive; CHT inh: inactive

Results for CC(C)Oc1ccc(CNC(=S)Nc2ccccc2)cc1Cl ?
CHT allo act: inactive; CHT inh: inactive

What do the screens show for `Cc1ccccc1N1CCN(C(=S)c2ccc(-c3cccc([N+](=O)[O-])c3)o2)CC1`?
CHT allo act: inactive; CHT inh: inactive

How did CCOC(=O)N1CCN(C(=O)c2ccc(NC(=O)CC)cc2)CC1 do in these assays?
CHT allo act: inactive; CHT inh: inactive

What do the screens show for `Cc1nc2ccccc2cc1C(=O)N/N=C/c1cccc([N+](=O)[O-])c1`?
CHT allo act: inactive; CHT inh: inactive

What do the screens show for `CCN(CC)S(=O)(=O)c1cccc(C(=O)N/N=C/c2ccc([N+](=O)[O-])o2)c1`?
CHT allo act: inactive; CHT inh: inactive

How did COc1cc(N/N=C(\C)c2ccc(N)cc2)nc(-c2ccccc2)n1 do in these assays?
CHT allo act: inactive; CHT inh: inactive

How did NS(=O)(=O)c1cccc(NC(=O)COC(=O)CCCc2c[nH]c3ccccc23)c1 do in these assays?
CHT allo act: inactive; CHT inh: inactive

Results for Cc1cc(C)cc(NC(=O)CCn2ccnc2)c1 ?
CHT allo act: inactive; CHT inh: inactive

What do the screens show for `COc1ccccc1/C=C(/C(=O)OCC(N)=O)c1ccccc1`?
CHT allo act: inactive; CHT inh: inactive

How did O=C(Cn1cc(C(F)(F)F)ccc1=O)N/N=C/c1cccc(Cl)c1 do in these assays?
CHT allo act: inactive; CHT inh: inactive

How did COc1ccc(S(=O)(=O)Nc2ccccc2)cc1OC do in these assays?
CHT allo act: inactive; CHT inh: inactive

Results for Cc1cccc(NC(=O)COC(=O)CCCC2=NS(=O)(=O)c3ccccc3N2)c1 ?
CHT allo act: inactive; CHT inh: inactive

What do the screens show for `Cc1cc(=O)n2nc(N3CCCC(C(=O)NCc4ccc(Cl)cc4)C3)sc2n1` (stereo not given)?
CHT allo act: inactive; CHT inh: inactive

What do the screens show for `O=C(NCc1cccnc1)c1nc(-c2cccs2)no1`?
CHT allo act: inactive; CHT inh: inactive

How did CCOC(=O)N1CCN(C(=O)c2ccccc2N(C)S(C)(=O)=O)CC1 do in these assays?
CHT allo act: inactive; CHT inh: inactive

How did CC(C)NC(=O)c1onc(CSc2ccncc2)c1C(=O)NC(C)C do in these assays?
CHT allo act: inactive; CHT inh: inactive

Screening results as filed in PubChem BioAssay.
